MEP2-GFP yeast – modulators of MEP2-GFP levels in yeast, primary screen, S. cerevisiae, multiplex flow cytometry, MLPCN library; S. cerevisiae MEP2-GFP strain, 3 h; 100% = DMSO control level; GFP response vs DMSO, % at 10 µM; 0.51% of 330,000 active; AID 2016, 2009;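 active means GFP response versus DMSO above a set limit, roughly screen mean plus 3 SD, cut at about 180% in these data; inconclusive means fewer than 70 cells counted for a yeast strain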;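 further: median GFP fluorescence of the barcode-gated MEP2-GFP cells per well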
LAP4 TOR yeast – modulators of LAP4-GFP expression in yeast, primary screen, S. cerevisiae, multiplex flow cytometry, MLPCN library; 0.34% of 320,000 active; 3 h; median GFP as percent of DMSO wells; AID 2023, 2009; GFP response vs DMSO, % at 10 µM;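 active means GFP response vs DMSO above a set limit, about the screen mean plus 3 SD, cut at about 150% in these data; inconclusive means under 70 cell events counted for the yeast strain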
procasp3 activ – activators of human procaspase-3 D3A mutant, primary screen, biochemical, absorbance, PC-3 D3A mutant, single concentration. activation, % at 8.5 µM. 0.11% of 330,000 active. Caspase-3 (Homo sapiens), P42574. recombinant procaspase-3 D3A, Ac-DEVD-pNA absorbance 405 nm;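 active means activation above the mean of all tested compounds plus 3 SD, cut at about 21% in these data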;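 further: 0% = DMSO alone and 100% = DMSO wells spiked with extra 5 µM PC-3 D3A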
Target sequence (P42574 whole entry D9A/D28A/D175A): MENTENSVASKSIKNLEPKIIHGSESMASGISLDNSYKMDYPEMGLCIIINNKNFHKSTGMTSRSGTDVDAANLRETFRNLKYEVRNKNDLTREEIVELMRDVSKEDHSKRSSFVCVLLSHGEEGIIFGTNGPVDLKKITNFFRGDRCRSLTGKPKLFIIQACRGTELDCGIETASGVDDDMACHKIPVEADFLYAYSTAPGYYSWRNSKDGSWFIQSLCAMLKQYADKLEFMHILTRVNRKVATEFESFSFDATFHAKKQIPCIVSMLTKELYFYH
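Evaluation: percent activation relative to control range; Material: Procaspase-3 D3A mutant, all three cleavage aspartates alanine; Compound: single dose, 8.5 µM nominal compound, 0.8% DMSO; Replication: one well per compound; Signal: absorbance at 405 nm, 0 and 120 min; Schedule: 1 h preincubation plus 2 h reaction at 25 °C.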
Yeast superoxide – reduction of superoxide in aged yeast, primary screen, HTS; S. cerevisiae aged cells, superoxide DHE fluorescence; active compounds read low; superoxide response (% of plate mean), % at 10 µM; 0.18% of 330,000 active; AID 2690, 2010;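 active means superoxide response under a set limit, about three screen SD below normal, cut at about 65% in these data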;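 further: yeast aged for seven days with compound at 30 °C before DHE staining; 100% = average MFI of all compound-treated wells on the plate with controls excluded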
RPL19A-GFP yeast – RPL19A-GFP expression modulators in yeast, primary screen, cell-based, S. cerevisiae, multiplex flow cytometry, MLPCN. S. cerevisiae RPL19A-GFP strain, 3 h; active compounds read low. percent response vs DMSO, % at 10 µM. 0.3% of 330,000 active;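 active means percent response vs DMSO below 50%; inconclusive means fewer than 70 events counted for the yeast strain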;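 further: median channel GFP fluorescence of the barcoded RPL19A-GFP strain; ratio of sample median GFP to plate DMSO average so 100% = DMSO; lower means less RPL19A-GFP as with rapamycin TOR inhibition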
proCasp7 act – procaspase-7 activators, primary screen, counter-screen for procaspase-3 activator project, biochemical, absorbance, HTS, human | 0.093% of 330,000 active | AID 463210, 2010 | Caspase-7 (Homo sapiens), P55210 | activation, % at 8.5 µM | recombinant procaspase-7, Ac-DEVD-pNA absorbance 405 nm; D23A/D198A/D206A triple mutant, cannot self-cleave; scale: DMSO 0, 5 µM enzyme 100;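 active means percent activation above the screen-wide mean plus 3 SD, cut at about 25% in these data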
Target sequence (P55210 whole entry D23A/D198A/D206A): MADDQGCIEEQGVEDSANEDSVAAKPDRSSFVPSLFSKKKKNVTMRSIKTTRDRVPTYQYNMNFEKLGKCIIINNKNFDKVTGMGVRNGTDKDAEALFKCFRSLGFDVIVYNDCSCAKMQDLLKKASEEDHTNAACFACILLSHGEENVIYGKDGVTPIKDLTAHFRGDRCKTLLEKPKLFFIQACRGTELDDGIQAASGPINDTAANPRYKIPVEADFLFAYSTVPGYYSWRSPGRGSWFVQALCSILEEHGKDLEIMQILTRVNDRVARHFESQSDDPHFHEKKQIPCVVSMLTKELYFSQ
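Assay system: Uncleavable procaspase-7 mutant enzyme | Input: 2 µM procaspase-7 mutant as dispensed | Timing: 1 h compound preincubation, 2 h substrate cleavage, 25 °C | Repeats: One well per compound | Control set: DMSO wells as 0%, DMSO with 5 µM added PC-7 as 100% | Technique: Epi-absorbance of released pNA at 405 nm, two timepoints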
GASC-1 inh – inhibitors of GASC-1 histone demethylase, primary screen, biochemical, fluorescence, DELFIA europium. GST-JMJD2C(1-420) H3K9me3 demethylation. inhibition, % at 2.35 µM. 0.069% of 330,000 active;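 active means more than half of a compound's replicate wells show inhibition beyond 50%, single wells judged on their own value; inconclusive means some, but no more than half, of replicates pass 50% inhibition; inactive means no replicate passes 50% inhibition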;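 further: signal counts dimethyl H3K9 product captured on neutravidin plate; 0% = median of DMSO wells and 100% = 0.3 times that DMSO median; strong numbers were not always called active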
Target sequence (Q9H3R0 1-420 limits assumed): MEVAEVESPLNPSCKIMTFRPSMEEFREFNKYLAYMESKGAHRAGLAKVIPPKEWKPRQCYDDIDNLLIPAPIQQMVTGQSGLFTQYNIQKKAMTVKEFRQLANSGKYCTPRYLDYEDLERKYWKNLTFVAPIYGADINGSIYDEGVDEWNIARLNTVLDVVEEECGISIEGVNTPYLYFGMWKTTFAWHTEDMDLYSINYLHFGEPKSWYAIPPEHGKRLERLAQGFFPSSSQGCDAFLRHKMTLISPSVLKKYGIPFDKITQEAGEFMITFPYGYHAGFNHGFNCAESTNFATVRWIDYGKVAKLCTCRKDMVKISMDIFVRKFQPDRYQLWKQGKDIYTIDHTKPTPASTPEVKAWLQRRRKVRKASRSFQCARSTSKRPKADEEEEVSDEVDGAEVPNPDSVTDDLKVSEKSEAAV
AHR activator – AHR activators, primary screen, cell-based, luminescence, luciferase reporter, human. AHR-responsive luciferase reporter cells. activation, % at 5 µM. 2.5% of 320,000 active. AID 2796, 2010; in the data active means activation above about 47%;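 further: 0% = vehicle wells and 100% = reference agonist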
An asterisk follows results filed as active; ? = inconclusive; . = no result given; [ ] = remark or other dose. No enrichment for hits (roughly 3.8% active in at least one column).

SMILES	MEP2-GFP yeast	LAP4 TOR yeast	procasp3 activ	Yeast superoxide	RPL19A-GFP yeast	proCasp7 act	GASC-1 inh	AHR activator
CC(=O)N1CCN(C(=O)COC(=O)COc2c(C)cc(C)cc2C)CC1	95	99	9	81	97	-3	-3	-2
COc1ccccc1-n1c(SCC(=O)Nc2cccc(C(=O)O)c2)nnc1-c1ccccc1C	108	86	1	93	104	1	6	3
COc1cc(OC)c(C2=NOC(C(=O)Nc3c(C)n(C)n(-c4ccccc4)c3=O)C2)cc1Cl (stereo not given)	97	92	-6	88	96	-4	-17	0
COc1cc(C(=O)N[C@H](C(=O)NC(C)C23CC4CC(CC(C4)C2)C3)C(C)C)cc(OC)c1OC (stereo not given in full)	114	100	-7	100	102	-6	-2	9
CCOC(=O)c1c(C)n(C)c2c(C)cc(O)c(OC(=O)CC)c12	100	98	0	89	96	-13	5	-2
COc1cc(OC)c2c(-c3ccccc3)cc(=O)oc2c1C(CCN1CCN(c2ccccc2)CC1)c1ccc(N(C)C)cc1 (stereo not given)	.	.	4	.	.	7	-1	1
Cc1ccc(NC(=O)c2nc3nccc(C)n3n2)cc1S(=O)(=O)N1CCCCC1	102	104	6	113	106	9	0	7
O=C(c1ccncc1)N1CCN(S(=O)(=O)c2ccc3ccccc3c2)CC1	106	90	-9	93	106	-11	5	-1
CC(C)(C)SCCNC(=O)Nc1ccccc1	99	75	5	96	90	3	-2	3
O=C(NCCc1ccccc1)c1c[nH]c2c(F)cccc2c1=O	102	90	0	129	100	-3	-2	141*
CC(=O)Nc1ccccc1NC(=O)C(F)(F)F	113	101	9	119	109	8	-9	-1
COC(=O)c1sc(-c2ccc(C(C)(C)C)cc2)cc1NC(=O)CSCC(=O)O	106	125	-11	114	101	4	-29	-7
COc1ccc(CC(=O)Oc2ccc(F)cc2)cc1	153	105	2	102	105	-2	3	1
O=c1c2c(-c3cccs3)csc2ncn1/N=C/c1ccc(OC(F)F)cc1	93	93	-9	97	94	7	-2	56*
CCn1c(SCC(=O)NC2CCCC2)nnc1-c1ccco1	101	95	7	106	102	-4	-2	1
COC(=O)C1=NN(C(=O)c2cccc(Cl)c2)C(O)(C(C)(C)C)C1 (stereo not given)	71[may fluoresce red and violet]	?	-8	80	?	9	29	0
Cc1ccc(NC(=O)/C=C/C(=O)O)c([N+](=O)[O-])c1	98	96	-9	106	97	-7	3	2
COc1ccc2cc(CCNC(=O)c3cccs3)c(=O)[nH]c2c1	97	95	6	94	99	7	0	3
CC1=CC(=O)CC(C)(C)C1(O)/C=C/C(C)=C/C(=O)O (stereo not given)	102	101	9	86	99	-7	1	0
CC1CCCN(CC(=O)NC(=O)NC2CCCCC2)C1 (stereo not given)	104	101	-4	112	104	-8	6	0
O=C(NCc1ccc2[nH]c3c(c2c1)CCCC3)c1ccc(S(=O)(=O)N2CCOCC2)cc1	102	110	-2	103	102	2	-6	3
CC(NC(=O)c1ccc(F)cc1)C1CC2CCC1C2 (stereo not given)	98	92	-5	105	100	2	-3	-1
CC1=C(C(=O)OCc2ccccc2)C(c2ccccc2)NC(=O)N1CCCCCC(=O)O (stereo not given)	.	.	12	.	.	-22	1	0
O=C1Nc2cc(Cl)c(Cl)cc2N(O)N1c1ccccc1	99	94	8	87	98	-2	-6	1
Cc1ccccc1NC(=O)C(NS(=O)(=O)c1ccc2c(c1)c(=O)n(C)c(=O)n2C)c1ccccc1 (stereo not given)	98	99	1	103	99	-8	-14	-1
Next section.
SMILES	MEP2-GFP yeast	LAP4 TOR yeast	procasp3 activ	Yeast superoxide	RPL19A-GFP yeast	proCasp7 act	GASC-1 inh	AHR activator
CCOc1ccccc1OCCCOc1ccc([N+](=O)[O-])cc1Cl	97	115	2	127	98	-11	-16	26
COc1ccc(-c2cc(C(=O)Nc3c(C)nn(Cc4ccccc4)c3C)no2)cc1	101	98	0	97	101	-1	2	-2
O=c1c2ccc([N+](=O)[O-])cc2ncn1CCOc1ccccc1	103	118	-10	90	85	2	14	3
Cc1oc(-c2cc3c(cc2Cl)OCO3)nc1CN1CCCC(C(=O)N2CCOCC2)C1 (stereo not given)	104	107	3	92	108	8	.	4
O=C(COC(=O)CNC(=O)c1ccc(F)cc1)Nc1cccc(S(=O)(=O)N2CCCC2)c1	94	89	11	91	88	3	0	2
CCCC(C(=O)NC1CCCC1)N(C(=O)c1snc(C(N)=O)c1N)c1ccc(OCC)cc1 (stereo not given)	108	99	-6	105	101	-11	7	0
O=C(Nc1ccccc1)N(Cc1ccccc1)Cc1ccccc1	104	103	-2	94	102	1	-2	-2
Cn1c2ccccc2c2nnc(SCC(=O)Nc3ccccc3F)nc21	101	86	-3	100	105	6	-7	1
CN(C)S(=O)(=O)c1cccc(NC(=O)COC(=O)/C=C/c2ccc(Br)o2)c1	110	98	3	105	110	7	17	1
CCOc1ccc(NC(=O)CSc2ncnc3c2sc2ccccc23)cc1	100	100	-1	89	103	6	21	11
Cc1cccc(-c2nnc(SCC#N)n2Cc2ccccc2)c1	97	109	13	105	99	6	8	1
COc1ccccc1N1CCN(C(=O)Cn2nnc(-c3cccs3)n2)CC1	104	99	-6	92	99	-8	-11	4
CCC(=O)Nc1nnc(-c2ccc(Cl)s2)o1	98	95	-1	95	102	4	-17	2
Cc1ccc(S(=O)(=O)Nc2c(Cl)c(Cl)c(O)c3ccccc23)cc1	109	99	-27	110	100	-29	0	26
CC(=O)Nc1ccc(NC(=S)Nc2ccccc2)cc1	106	99	-9	113	96	-19	-9	-1
CCOC(=O)C1(CCCc2ccccc2)CCN(C(=O)CCc2cnn(C)c2)CC1	98	93	4	99	101	4	-12	1
Cc1cc(Cl)c(S(=O)(=O)NCCC(=O)O)cc1OCC(N)=O	100	84	-11	106	101	0	-22	3
COc1ccccc1-c1c(C)nn2c(C)cc(C)nc12	94	113	6	99	100	13	-4	0
O=C(CSc1n[nH]c(-c2ccccc2)n1)NC(=O)NCc1ccco1	116	112	-4	96	114	-9	3	1
Cc1c(NC(=O)c2ccco2)cccc1C(=O)NN1C(=O)c2ccccc2C1=O	107	88	5	101	108	0	3	0
CCN1CCC(O)(C#Cc2ccccc2)CC1	103	90	-3	98	104	-2	?	1
O=C(NNc1cccc(Cl)n1)c1ccc(Cl)cc1Cl	101	99	2	106	101	-3	4	-10
Cc1cccc(Cc2nnc(CCC(=O)N(C)C3CCOC3)o2)c1 (stereo not given)	101	120	5	89	96	0	-14	-2
CCCN1CCN(c2nc3c([nH]2)c(=N)ncn3CC(O)CO)CC1 (stereo not given)	106	97	-3	94	103	-3	-1	2
C/C(=N\NC(=O)CNc1cccc2ccccc12)c1ccccc1	103	102	-4	93	105	0	-5	22
(continued)
SMILES	MEP2-GFP yeast	LAP4 TOR yeast	procasp3 activ	Yeast superoxide	RPL19A-GFP yeast	proCasp7 act	GASC-1 inh	AHR activator
Fc1ccc(Cn2cccc2C2=NC(c3ccccc3)CO2)cc1 (stereo not given)	108	100	-1	93	111	-5	16	-2
COC(=O)c1cc2sccc2n1Cc1nc(-c2cccc(Cl)c2)oc1C	99	100	-1	96	100	13	0	-1
Clc1ccc(/C=N/Nc2ccccn2)cc1	103	95	0	105	102	2	0	17
COc1ccc(N(CC(=O)NCCSC(C)(C)C)S(C)(=O)=O)c(OC)c1	99	93	-2	98	96	3	23	-1
Cc1nnsc1C(=O)N/N=C/c1cccc(C(F)(F)F)c1	100	91	-2	81	92	11	-21	7
COc1cccc(CC(=O)Nc2cc(S(=O)(=O)N3CCOCC3)ccc2N2CCOCC2)c1	95	99	-2	94	96	11	9	0
O=c1cc(-c2ccccc2)c2ccc(O)c(CN3CCCCC3)c2o1	105	105	-1	98	100	0	14	2
CCCOc1ccc(/C=N/Nc2ccccc2[N+](=O)[O-])c(OCCC)c1	97	86	14	95	99	1	42	5
CNS(=O)(=O)c1cc(-c2nnc(Nc3ccc(CC(N)=O)cc3)c3ccccc23)ccc1C	101	93	-3	101	105	1	-2	-1
CCOc1cc(/C=C2\NC(=S)N(c3c(C)n(C)n(-c4ccccc4)c3=O)C2=O)ccc1O	106	82	-9	97	100	-21	-3	0
COc1ccc(Cl)cc1S(=O)(=O)N1CCCc2ccccc21	100	105	-5	94	99	6	5	2
CCc1cc(=O)[nH]c(SCCC(F)=C(F)F)n1	88	86	-4	94	86	3	17	-1
c1ccc(CCSc2nccn2-c2ccccc2)cc1	92	98	-1	99	89	0	3	5
Cc1cc(Br)ccc1NC(=O)C1CCN(C(=O)c2ccco2)CC1	108	118	10	91	104	8	2	0
O=C(N/N=C/c1ccc2c(c1)OCO2)c1ccc(COCC(F)(F)C(F)F)cc1	105	103	-4	97	103	11	-1	-2
O=C(NCCc1ccccn1)C1CCCN1S(=O)(=O)c1ccc(Cl)cc1 (stereo not given)	106	99	6	103	106	-9	5	0
CSc1nc(N)nc(SCCS(=O)(=O)c2ccc(Cl)cc2)c1C#N	96	92	0	99	93	4	0	1
Cc1nnsc1C(=O)NNc1c(Cl)cccc1Cl	96	100	-3	104	102	-2	-8	2
COC(=O)c1sc(S(=O)(=O)NCc2ccccc2)c(C(=O)OC)c1C	103	103	1	92	99	1	49	-4
O=c1oc(Nc2ccccc2F)nc2ccccc12	99	107	-2	103	87	2	-1	8
O=C(NN=C1CCN(Cc2ccccc2)CC1)c1cc(Br)ccc1O	100	92	2	114	107	-1	-4	9
CCOC(=O)c1ccccc1NC(=O)Cn1cnc2c(cnn2C(C)(C)C)c1=O	105	104	2	100	104	1	13	4
Cc1ccc(OCCC(=O)OCC(=O)NNC(=O)c2ccccc2)cc1	99	103	8	100	99	3	0	1
Cc1cccc(N(C(=O)Cn2nnc(-c3ccc(C)o3)n2)C(C(=O)NC2CCCC2)c2ccncc2)c1 (stereo not given)	106	90	7	96	104	-2	-2	-1
O=C(Nc1ncccn1)c1ccc([N+](=O)[O-])cc1Cl	105	91	4	110	103	10	0	-1
C/C(=N\Nc1nc(C)cc(=O)[nH]1)C1CC1	102	90	7	106	105	-10	-20	34

Some of these compounds in order of length of the SMILES, ascending:
SMILES	MEP2-GFP yeast	LAP4 TOR yeast	procasp3 activ	Yeast superoxide	RPL19A-GFP yeast	proCasp7 act	GASC-1 inh	AHR activator
Cc1nnsc1C(=O)N/N=C/c1cccc(C(F)(F)F)c1	100	91	-2	81	92	11	-21	7
O=C(NN=C1CCN(Cc2ccccc2)CC1)c1cc(Br)ccc1O	100	92	2	114	107	-1	-4	9
O=c1cc(-c2ccccc2)c2ccc(O)c(CN3CCCCC3)c2o1	105	105	-1	98	100	0	14	2
COC(=O)c1sc(S(=O)(=O)NCc2ccccc2)c(C(=O)OC)c1C	103	103	1	92	99	1	49	-4
COc1cccc(CC(=O)Nc2cc(S(=O)(=O)N3CCOCC3)ccc2N2CCOCC2)c1	95	99	-2	94	96	11	9	0
